# Screening data deposited in PubChem BioAssay by several laboratories.
# Dynein transport: blocks dynein driven cargo transport along microtubules; 3617.4 mouse cells, GR-EGFP nuclear translocation imaging; test concentration mostly 20 µM; stimulated with dexamethasone, 1 µM; hits give low values; z-score, hits read low; actives 0.47% (n = 220,000); AID 1381;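 active = plate z-score of nuclear minus cytoplasmic receptor signal below a set negative limit, without overly bright fluorescence or cell loss, cut at about -3.5 in these data, passing the limit was not always enough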;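 also: z-score of nuclear minus cytoplasmic ring GR-EGFP intensity difference per well; some compounds called inactive have numbers as strong as hits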
#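 Buffer or medium: tet-free, stripped-serum medium; Also added: dexamethasone, 1.0 µM final; Technique: high-content fluorescence imaging after fixation; Times: 48 h induction, 1 h compound, 30 min dex at 37 °C; Read-out: per-cell GR-EGFP intensity, nucleus versus surrounding cytoplasmic ring, well-averaged.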
# Yfh1-depleted yeast: enhancers of respiration in Yfh1-depleted yeast, dose response, Friedreich's ataxia, plus single-dose screen (AID 1465); actives 0.074% (n = 220,000); fold induction at 50 µM; hits with a dose series show EC50 in µM; S. cerevisiae Yfh1-off respiration, WST-1 reduction, 72 h; higher fold induction means a stronger effect;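 active = fold induction of absorbance versus untreated yeast above a set limit, then at least 30% activation at any dose in follow-up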;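 also: activators that raise dye reduction in frataxin-depleted yeast; strong numbers were not always called active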
# HIV fusion peptide: cell-free HIV fusion peptide-binding blockers – biochemical, uHTS, fluorescence dequenching, primary screen (AID 1986); cell-free peptide binding, fluorescence dequenching, 30 min; higher % means a stronger effect; inhibition, % at 20 µM, or IC50 in µM where a hit was titrated; actives 0.3% (n = 290,000); in the data active = inhibition mostly above about 52%, no sharp cut-off; inactive = mostly below about 76%; also: some results filed as inactive read as strong as hits
# Insulin prom up: MIN6 insulin promoter up-regulation | actives 0.3% (n = 190,000) | AID 1625 | z-score at 5 µM | MIN6 insulin promoter-GFP reporter, high-content imaging; hits give high values;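 active = z-score above 3 at 5 µM with at least 500 cells counted in the well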
# MT stabilize HCS: microtubule stabilization, imaging screen. % tubulin-high responders, % at 10 µM. HeLa tubulin immunostaining HCS, 24 h; share of cells brighter than vehicle mean+2SD. actives 0.83% (n = 200,000);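 active = plate Z-score above 3 for both tubulin-high and condensed-nucleus cell shares, with cell loss under 80%, at 10 µM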;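 also: anti alpha tubulin signal scored within the nucleus-defined area of each cell; some results filed as inactive read as strong as hits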
# b-catenin transl: beta-catenin nuclear translocation modulation; HeLa beta-catenin nuclear translocation, immunofluorescence imaging; nuclear translocation activity, % at 5 µM; actives 0.3% (n = 190,000); AID 1665;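 active = nuclear translocation activity above 50% at 5 µM, with a well cell count of 50 or more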;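 also: per-cell ratio of nuclear to cytoplasmic median beta-catenin stain intensity; plate controls were DMSO negative control for no effect and GSK-3 inhibitor IX positive control for full effect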
#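 Test system: human HeLa cell line; Doses: 5 µM primary, 0.02–20 µM confirmation; Incubation: 24 h compound exposure, 37°C; Detection: beta-catenin immunofluorescence imaging with DAPI; Read-out: beta-catenin nuclear/cytoplasmic ratio, % activation.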
# WT yeast gro inh: growth inhibition of WT yeast, mitochondrial fusion screen. mitochondrial fusion phenotypic screen, WT strain. inhibition, % at 10 µM. actives 2.1% (n = 190,000). AID 1362; in the data active = inhibition above about 58%; tested in S. cerevisiae
# Autophagy mod: alters autophagy in cells. AID 463193. MEF GFP-LC3 puncta imaging; test concentration mostly 10 µM. actives 0.98% (n = 190,000). calls only at 10 µM (by protocol);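 active = percentage of spot-positive cells more than 3 SD above its plate mean, without a fluorescence outlier flag or 80% toxicity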;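 also: spot-positive cell cutoff set from DMSO-treated cells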
# AID2073: disruptors of CaV2.2 binding to Mint1 – biochemical, HTRF (AID 2073); HTRF protein-protein interaction, Mint1-CaV2.2; higher % means a stronger effect; inhibition, % at 20 µM; hits with a dose series show IC50 in µM; actives 0.19% (n = 290,000); in the data active = inhibition mostly above about 51%, no sharp cut-off; also: some results filed as inactive read as strong as hits
# WT yeast gro inh mutant strain: recorded beside WT yeast gro inh, whose call it bears; inhibition, %; mitochondrial fusion phenotypic screen, mutant strain inhibition
# Dynein transport cytoplasmic EGFP: recorded beside Dynein transport, whose call it bears; z-score; measured here: cytoplasmic GR-EGFP intensity; hits give high values
# Dynein transport nuclear GR-EGFP: further read-out of Dynein transport, marked with its call; z-score; measured here: nuclear GR-EGFP intensity;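 lower value marks the stronger effect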
# Dynein transport cell count: also measured in Dynein transport; calls as there; z-score; measured here: cell count per field
# Insulin prom up cell count: second read-out of Insulin prom up, no call of its own (marks repeat the call); cell count; measured here: cytotoxicity, nuclei count;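 total cells summed across four imaged fields per well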
# b-catenin transl cell count 5 µM: further read-out of b-catenin transl, marked with its call; cell count; measured here: cell count, cytotoxicity flag
# MT stabilize HCS Hoechst-high %: also measured in MT stabilize HCS; calls as there; % Hoechst-high responders; measured here: nuclear condensation Hoechst responders;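 share of cells brighter than vehicle mean plus two SD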
# MT stabilize HCS cytotoxicity %: further read-out of MT stabilize HCS, marked with its call; toxicity, %; measured here: cytotoxicity by cell density;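 0% = mean cell density of plate MIN control wells and 100% = no cells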
# Autophagy mod cell loss 18 h: also measured in Autophagy mod; calls as there; toxicity, %; measured here: cell loss, nuclei count;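 cell loss after 18 h compound exposure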
# Starred values were filed as active, the others as inactive; i = inactive; x = no result given; + = active, no number.
SMILES,Dynein transport,Dynein transport cytoplasmic EGFP,Dynein transport nuclear GR-EGFP,Dynein transport cell count,Yfh1-depleted yeast,HIV fusion peptide,Insulin prom up,Insulin prom up cell count,MT stabilize HCS,MT stabilize HCS Hoechst-high %,MT stabilize HCS cytotoxicity %,b-catenin transl,b-catenin transl cell count 5 µM,WT yeast gro inh,WT yeast gro inh mutant strain,Autophagy mod,Autophagy mod cell loss 18 h,AID2073
COc1cccc(NC(=O)CSc2nnc(COc3ccc4c(c3)CCCC4)o2)c1,-0.919,-0.266,-0.652,0.417,i,1.4%,-0.4,1398,2.6,1.8,0.1,-5.4,1018,2.8,2.5,i,-0.5,3.6%
N#Cc1nc(-c2ccccc2)oc1NCCCn1ccnc1,-0.506,-0.137,-0.37,-0.746,i,-2.0%,x,x,1.9,2.6,7.4,0.7,1605,0.9,2.5,i,-20.9,9.2%
Cc1ccc(C(=O)c2oc3ccccc3c2NC(=O)c2cc(-c3ccccc3O)n[nH]2)cc1,0.898,-0.26,0.557,0.179,i,8.2%,0.08,1160,i,x,100.0,-2.0,979,24.9,1.0,+,24.1*,5.4%
CC(C)(C)NC(=O)C(c1ccccn1)N(C(=O)c1csnn1)C1CCCC1 (stereo not drawn),-1.27,-0.254,-0.275,0.533,i,0.3%,0.18,1028,x,x,x,0.1,1329,x,x,x,x,-7.3%
O=C(Nc1ncc(Cc2ccccc2)s1)C1COc2ccccc2O1 (stereo not drawn),0.555,-0.0862,0.694,-1.19,i,0.0%,-0.22,1567,4.1,2.4,5.9,2.3,1335,8.0,16.0,i,-1.3,11.0%
C=CCNc1cnn(CC(C)=O)c(=O)c1Br,-0.129,-0.244,-0.546,0.85,i,-1.0%,0.27,1924,1.5,1.7,10.2,-1.6,1043,8.6,-0.6,i,0.1,-0.3%
Cc1c(C(=O)Nc2ccc3c(c2)OCO3)sc2ncn(CC(=O)N3CC(C)CC(C)C3)c(=O)c12 (stereo not drawn),-0.665,-0.173,-0.463,0.998,i,-0.9%,0,860,1.7,0.9,7.8,x,x,-7.2,-2.1,i,-6.9,-1.7%
CCc1ccc(C2=NN(C(C)=O)C(c3ccco3)C2)cc1 (stereo not drawn),-0.621,-0.355,0.337,1.04,i,0.2%,1.2,1663,9.2,1.3,26.0,-0.8,949,21.3,-0.6,i,12.5,6.1%
O=C(c1ccccc1)c1n[nH]c(-c2ccccc2)cc1=O,0.94,-0.109,0.574,-0.793,i,0.3%,-1.17,1213,2.6,2.9,9.8,1.3,1087,-13.8,-25.4,i,-3.8,-3.9%
C=CCc1c(C)nc(C)nc1N/N=C/c1ccccc1O,0.104,-0.276,0.19,0.17,i,1.4%,0.8,1841,4.9,1.4,5.0,-0.4,1073,-8.5,-7.6,i,28.2,4.2%
CCOc1ccc(/C=N/NC(=O)c2[nH]ncc2Br)c(O)c1,-0.694,-0.268,-0.237,0.781,i,0.9%,-4.33,692,3.5,1.5,10.3,0.7,1508,48.9,43.9,i,14.9,-5.8%
Cn1c(C(C#N)C(=O)c2sc3ccccc3c2Cl)nc2ccccc21 (stereo not drawn),-0.494,-0.204,-0.282,0.822,i,2.3%,0.82,1257,3.8,1.1,1.5,-1.0,1158,14.0,-28.1,i,2.7,7.2%
COCCCN(C(=S)Nc1cc(Cl)cc(Cl)c1)C(C)c1ccccn1 (stereo not drawn),-0.438,0.344,0.691,-0.867,i,1.5%,-0.49,916,x,x,x,0.4,1378,x,x,x,x,-59.3%
Cc1cc(NC(=O)CN2CC(C)OC(C)C2)n(-c2nc3ccccc3s2)n1 (stereo not drawn),1.16,-0.119,0.571,-0.689,i,1.1%,x,x,1.2,1.0,9.3,-0.8,975,-17.6,-16.1,i,8.4,-0.7%
CCCCCCCC(=O)NC(Nc1ccc(S(N)(=O)=O)cc1)C(Cl)(Cl)Cl (stereo not drawn),-0.528,-0.214,-0.334,-0.0235,i,-0.9%,-0.53,1481,1.8,1.0,7.0,-1.6,1389,-41.0,3.3,i,4.9,8.6%
CN(C)S(=O)(=O)c1ccc(C(=O)NCc2cccs2)cc1,-0.126,-0.245,0.433,-0.114,i,-1.0%,1.78,1597,3.4,2.0,8.7,x,x,6.0,19.9,i,1.5,-3.8%
CC[C@H](C)/C=C(C)/C=C/C(=O)Cc1cc(O)c(C)c(O)c1C=O,-3.84*,1.82*,-2.2*,-0.606*,i,38.9%,-0.26,1062,x,x,x,1.9,1058,x,x,x,x,26.6%
O=C1CN=C(Nc2ccc(Cl)cc2)N1c1ccccc1,-0.458,-0.19,-0.805,0.152,i,1.8%,0.22,1658,3.4,2.6,3.3,-0.3,1350,11.6,-21.5,i,1.2,-7.2%
O=C(N/N=C/c1ccco1)c1cc(-c2cccc(Br)c2)nc2ccccc12,-0.936,-0.309,-0.647,0.841,i,14.4%,0.15,1257,1.6,3.2,3.2,x,x,37.2,-2.4,i,-4.2,22.0%
O=C(/C=C/c1cccc([N+](=O)[O-])c1)NCCN1C(=O)S/C(=C\c2ccc(F)cc2)C1=O,-0.831,-0.2,-0.155,0.962,i,0.2%,-0.52,1452,2.8,1.5,5.3,-3.9,586,-8.4,-2.6,i,-3.1,4.1%
CC(=O)/C(N=Nc1cc(C)ccc1O)=C(\C)O,-1.64,0.807,-0.533,1.28,i,22.6%,1.84,1426,1.4,0.8,4.5,0.9,999,-22.2,8.8,i,-0.2,6.6%
O=C(CSC1=NCCS1)N1CCOCC1,0.275,-0.205,-0.122,0.0728,i,9.0%,-0.53,1454,1.9,1.4,5.1,-8.2,1016,-2.7,6.3,i,-2.8,2.4%
CCOC(=O)C1(Cc2ccccc2)CCN(Cc2ccc3c(c2)OCCO3)CC1,2.03,0.0387,1.71,-2.15,i,0.0%,-0.39,1274,4.1,0.9,3.3,2.7,966,32.5,12.5,i,14.8,-16.3%
O=S1(=O)CC(O)C(Nc2ccc(Cl)cc2)C1 (stereo not drawn),-0.0867,-0.169,0.285,-0.681,i,-4.5%,x,x,3.9,2.0,5.4,2.6,433,-18.9,-16.0,i,-17.9,-9.7%
CC(C)C(=O)Nc1ccc(C(=O)c2ccccc2)cc1,0.724,-0.229,0.384,-0.216,i,0.4%,x,x,3.0,2.5,3.6,6.7,476,11.9,-9.4,i,-3.7,-7.3%
# Next section
SMILES,Dynein transport,Dynein transport cytoplasmic EGFP,Dynein transport nuclear GR-EGFP,Dynein transport cell count,Yfh1-depleted yeast,HIV fusion peptide,Insulin prom up,Insulin prom up cell count,MT stabilize HCS,MT stabilize HCS Hoechst-high %,MT stabilize HCS cytotoxicity %,b-catenin transl,b-catenin transl cell count 5 µM,WT yeast gro inh,WT yeast gro inh mutant strain,Autophagy mod,Autophagy mod cell loss 18 h,AID2073
Cc1ccc(C(C#N)c2ccc(Cl)nn2)cc1 (stereo not drawn),-0.34,-0.29,0.11,-0.0192,i,-1.6%,0.41,1327,2.7,3.6,5.2,-2.3,1093,-35.7,-6.0,i,-4.4,-7.2%
Cc1onc(-c2c(Cl)cccc2Cl)c1C(=O)N1CCc2ccccc21,-0.739,-0.222,-0.257,0.17,i,-2.0%,0.05,1903,2.1,2.6,17.0,-1.5,1101,-4.9,5.1,i,1.8,3.7%
CC(C)(C)c1ccc(C(=O)Nc2ccc(O)c3c(=O)cc(-c4cccc(Cl)c4)oc23)cc1,0.588,-0.499,0.448,0.466,i,-2.5%,0.93,584,x,x,x,-1.3,1117,x,x,x,x,12.4%
O=C1c2sc3nc4c(c(=O)n3c2C(=O)N1c1ccccc1)CCC4,-0.485,-0.0964,-0.225,0.203,i,-1.9%,0.23,1099,1.8,1.6,6.1,-2.0,1192,-11.6,8.8,i,-20.4,0.0%
N#CCCn1cc(/C=N/NC(=O)c2ccncc2)c(-c2ccccc2)n1,0.0921,-0.166,-0.0972,0.564,i,-0.6%,0.28,1495,2.5,1.8,3.3,-0.1,1009,-9.2,-2.4,i,-23.4,-1.3%
CCC(=O)c1c[nH]c(C(=O)NCC2CCCO2)c1 (stereo not drawn),0.484,-0.186,-0.0575,-0.449,i,1.2%,0.61,1869,3.7,2.3,4.1,-1.0,1033,-5.0,0.6,i,-20.8,-2.1%
N#Cc1c(Sc2ncc(C(F)(F)F)cc2Cl)nsc1C/C=N\OCc1c(F)cccc1Cl,-0.131,0.0903,0.267,0.264,i,12.1%,-0.14,833,3.9,1.9,3.0,-1.2,1028,14.5,10.3,i,5.5,-5.8%
Cc1ccc(-n2cc(C(=O)c3ccc(N4CCN(C)CC4)cc3)nn2)cc1Cl,-0.246,-0.239,-0.242,0.772,i,-0.4%,-0.34,1332,4.6,1.7,9.5,-0.5,1082,27.5,26.2,i,9.9,19.2%
CNC(=S)NNC(=O)c1ccccc1Br,-0.175,-0.209,-0.35,0.22,i,0.5%,x,x,3.6,3.4,1.9,-0.6,921,-1.8,-27.4,i,4.0,-19.0%
Cc1cccc(N=C2NN=C(c3ccccc3F)CS2)c1C,-0.385,-0.303,-0.243,0.628,i,-1.3%,-0.2,1311,3.7,1.9,4.4,-0.9,1179,26.7,-13.2,i,-4.7,-5.8%
N#CN(CC(N)=O)c1nc(N2CCCCC2)nc(N2CCCCC2)n1,0.138,-0.254,0.564,-0.866,i,1.1%,0.5,1608,4.0,2.9,4.7,-2.0,1388,-4.0,6.2,i,17.4,-2.2%
O=C(Nc1cccc(C(F)(F)F)c1)Oc1ccccc1N1CCOCC1,2.53,-0.172,2.7,-2.34,i,-0.9%,-0.06,1012,x,x,x,0.8,1316,x,x,x,x,-22.2%
